# D2 potentiator: HTS Assay for Positive Allosteric Modulators of the Human D2 Dopamine Receptor: Primary Screen for Potentiators; hit rate 0.34% among 340,000; AID 485347, 2010; HEK293 T-REx D2, calcium flux, EC20 dopamine potentiation; potentiation, % at 10 µM; D(2) dopamine receptor (Homo sapiens), P14416;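 active means potentiation over 3 SD above the plate norm, cut at about 30% in these data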; further: 0% is about no effect
# Target sequence (P14416 whole entry, looked up): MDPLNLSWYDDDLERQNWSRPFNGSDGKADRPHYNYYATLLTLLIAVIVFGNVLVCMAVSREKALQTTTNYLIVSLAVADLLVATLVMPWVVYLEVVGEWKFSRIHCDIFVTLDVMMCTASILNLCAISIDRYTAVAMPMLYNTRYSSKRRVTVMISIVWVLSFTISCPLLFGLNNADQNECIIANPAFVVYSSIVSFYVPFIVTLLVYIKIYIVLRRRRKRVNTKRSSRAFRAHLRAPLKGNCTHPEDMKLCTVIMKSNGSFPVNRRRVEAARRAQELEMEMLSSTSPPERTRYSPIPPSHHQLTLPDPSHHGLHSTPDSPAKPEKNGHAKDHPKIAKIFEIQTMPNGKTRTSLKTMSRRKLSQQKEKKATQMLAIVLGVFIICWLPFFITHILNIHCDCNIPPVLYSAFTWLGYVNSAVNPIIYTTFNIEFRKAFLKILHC
#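 Using a no-wash calcium dye in inducible, force-coupled HEK293 Trex cells expressing D2, we tracked fluorescence each second for 180 s after compound, then for 180 s after EC20 dopamine to detect augmented signalling.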
# D1 ag: Allosteric Agonists of the Human D1 Dopamine Receptor: qHTS | activation, % at 2 µM | D(1A) dopamine receptor (Homo sapiens), P21728 | HEK293 T-REx D1 cells, calcium flux, agonist mode | AID 504660, 2011 | hit rate 1% among 360,000; in the data active means activation above about 30%; further: 0% is about no effect
#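 Agonism was scored from calcium flux recorded over 180 s (1 read/s) after pintool compound addition, following a 10-cycle baseline. Cells were inducible force-coupled HEK293 TREx D1, plated overnight at 30 C and loaded with no-wash calcium dye.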
# GRP78 ERSR act: qHTS for Inducers of the Endoplasmic Reticulum Stress Response (ERSR) in Human Glioma: qHTS | hit rate 0.02% among 420,000 | AID 602332, 2012 | Potency, µM, for the others: at the top dose activation, most hits filed as activators | U87-MG GRP78 promoter luciferase reporter, 16 h; further: potency means the concentration at half of the fitted maximal effect; series mostly up to about 76 µM; % of control where 0% means no effect; nearly all actives have a fitted effect of over 35% in size
#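 Stably transfected U87-MG human glioma cells carrying a GRP78-based luminescent sensor were seeded at 1000 cells/well, pin-dosed with compounds and incubated 16 h. Luciferase reagent was then added, and end-point luminescence was read after 10 min at room temperature.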
# LDHA block: qHTS assay for inhibitors of human lactate dehydrogenase; activity change, % (values are at about 110 or 230 µM); AID 1347041, 2019; purified LDHA, NADH/diaphorase-resazurin fluorescence; active compounds read low; hit rate 0.15% among 480,000; L-lactate dehydrogenase A chain (Homo sapiens), P00338; in the data active means activity change below about -30%; inconclusive means mostly about -25% to -30%;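 further: plate controls were DMSO wells for no effect and wells without enzyme for full effect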
#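 Enzyme activity of human lactate dehydrogenase 5 (2 nM; 0.06 mM NADH, 0.2 mM pyruvate, 5 min, RT) is measured via a resazurin/diaphorase fluorescence readout of residual NADH.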
# D1 PAM: Potentiators of Human D1 Dopamine Receptor: qHTS. D(1A) dopamine receptor (Homo sapiens), P21728. HEK293 TREx D1 cells, calcium flux, dopamine EC20 potentiation. potentiation, % at 10 µM. hit rate 0.036% among 360,000. AID 504651, 2011; in the data active means potentiation above about 30%; further: 0% is about no effect
# RXFP1 ag: qHTS Assay for Agonists of the Relaxin Receptor RXFP1; Relaxin receptor 1 (Homo sapiens), Q9HBX9; HEK293T-RXFP1 cAMP TR-FRET, 30 min; response scale: percent of porcine relaxin response, buffer zero; Potency, µM (series often up to 57.5 µM), for inactives: at the highest dose activation, usual class: activators; hit rate 0.3% among 370,000; further: potency means the concentration at half of the fitted maximal effect; on the % scale 0 is the no-effect control and ±100 the full control effect; nearly all actives have a fitted effect of over 60% in size; many of its hits are not listed in these tables
#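 HEK293 cells stably expressing RXFP1, treated 30 min at 37C with compounds plus PDE4 inhibitor Ro 20174; cAMP measured by HTRF TR-FRET. Normalized to buffer and 29 nM porcine relaxin; EC50 by Hill fit.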
# Vif-APOBEC3G blk: qHTS for Inhibitors of Vif-A3G Interactions: qHTS; DNA dC->dU-editing enzyme APOBEC-3G (Homo sapiens), Q9HC16; HeLa A3G-eYFP + Vif (tagged APOBEC3G with the HIV-1 protein that degrades it), YFP fluorescence, overnight; Potency, µM (series often up to 46.1 µM), inactives show at the top dose activity, negative = active, usual class: inhibitors; hit rate 0.076% among 410,000; AID 602310, 2012;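 further: potency means the concentration at half of the fitted maximal effect; on the % scale 0 is the no-effect control and ±100 the full control effect; nearly all actives have a fitted effect of over 60% in size; hits raise eYFP signal because A3G escapes Vif-driven loss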
# Target sequence (Q9HC16 whole entry, looked up): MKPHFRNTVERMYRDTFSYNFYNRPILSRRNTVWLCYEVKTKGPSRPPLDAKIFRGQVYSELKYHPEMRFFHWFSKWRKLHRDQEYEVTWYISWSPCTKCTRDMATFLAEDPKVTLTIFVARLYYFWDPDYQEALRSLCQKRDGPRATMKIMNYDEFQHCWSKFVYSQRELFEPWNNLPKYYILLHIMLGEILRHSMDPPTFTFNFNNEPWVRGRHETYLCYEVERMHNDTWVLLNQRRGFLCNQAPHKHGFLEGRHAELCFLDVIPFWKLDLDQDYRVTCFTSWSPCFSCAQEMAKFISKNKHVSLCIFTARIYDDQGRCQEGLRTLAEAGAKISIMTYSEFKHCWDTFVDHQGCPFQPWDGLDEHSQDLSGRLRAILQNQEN
#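 HeLa cells stably expressing Vif and C-terminally eYFP-tagged A3G, seeded overnight at 37 deg C, then exposed to compound by pintool overnight at 37 deg C. Rise in yellow fluorescence (Ex 488/Em 500-530, Acumen) marks blocked Vif-driven A3G degradation.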
# Vif-APOBEC3F blk: qHTS for Inhibitors of Vif-A3F Interactions: qHTS. Potency, µM (top dose mostly 46.1 µM), inactives show at the top dose activity, negative = active. hit rate 0.2% among 390,000. AID 602313, 2012. HeLa A3F-eYFP + Vif (tagged APOBEC3F with the HIV-1 protein that degrades it), YFP fluorescence increase; further: potency means the concentration at half of the fitted maximal effect; % of control where 0% means no effect; nearly all actives have a fitted effect of over 65% in size
#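 HeLa cells stably expressing Vif plus C-terminally eYFP-tagged A3F were seeded, incubated overnight at 37 deg C, dosed with compound, incubated overnight again at 37 deg C. Yellow fluorescence (Ex 488/Em 500-530) reported blocked Vif-mediated A3F-eYFP degradation.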
# D1 antag: Antagonist of Human D 1 Dopamine Receptor: qHTS. hit rate 3.2% among 360,000. activity change, negative = inhibition, % at 10 µM. HEK293 TREx D1 cells, calcium flux, dopamine EC80; active compounds read low. D(1A) dopamine receptor (Homo sapiens), P21728. AID 504652, 2011; in the data active means activity change below about -30%; further: on the % scale 0 is the no-effect control and ±100 the full control effect
#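 Calcium flux readout: force-coupled, inducible Hek293 Trex D1 line, cells induced overnight at 30 C with tetracycline, dye-loaded 30–90 min at RT. Antagonism scored against EC80 dopamine challenge given 180 s after compound.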
# * marks the source's active call; other numbers are inactive results; ? = inconclusive; nt = not tested or not shown. Unless noted, the call rests on the fitted dose curve; in most records, active means well fitted curve in the direction sought with a large enough effect; inconclusive means small, poorly fitted or top-dose-only effect, or another doubt; inactive means no such curve, though single readings can be large; an effect the other way counts as inactive or inconclusive.
SMILES,D2 potentiator,D1 ag,GRP78 ERSR act,LDHA block,D1 PAM,RXFP1 ag,Vif-APOBEC3G blk,Vif-APOBEC3F blk,D1 antag
O=C1CS/C(=N/N=C/c2ccccc2OS(=O)(=O)c2ccccc2)N1,-2.1,-0.4,-3.4%,-2.8,0.6,-0.2%,1.1%,-6.2%,-13.2
COc1ccc(/C=N/N=C2/NC(=O)C(CC(=O)NC(C)C)S2)cc1 (stereo not drawn),1.2,0.7,-2.8%,-9.2,4.3,-1.2%,0.1%,3.4%,-12.3
CCOC(=O)c1ccc(NC(=O)CCCn2c(=O)c3cccn3c3cccnc32)cc1,4.5,1.3,-3.5%,-10.0,4.2,0.7%,5.3%,-21.0%,-6.8
CN(C)CCNC(=O)c1cccc2nc3cccc(F)c3nc12,nt,nt,-5.3%,3.3,nt,nt,-13.9%,1.5%,nt
O=C(O)CCc1ccc(S(=O)(=O)Nc2ccccc2N2CCCCC2)cc1,nt,nt,-5.1%,-4.1,nt,nt,-0.2%,2.5%,nt
COc1ccc(CCNC(=O)C(NS(=O)(=O)c2cccc3nsnc23)C(C)C)cc1OC (stereo not drawn),-1.4,2.2,2.2%,-1.5,-0.3,2.9%,0.8%,-0.5%,7.9
Cc1nnsc1C(=O)N(Cc1ccccc1)C(C)C,9.5,2.8,-0.1%,-2.8,-8.9,3.9%,1.2%,3.3%,-10.4
COc1ccc(CCN(C)C(=O)c2c(C)noc2C)cc1OC,-1.6,1.4,-3.8%,-4.9,13.1,-0.9%,-1.2%,-12.3%,-2.2
COc1ccc(N(CC(=O)Nc2ccc(Cc3ccncc3)cc2)S(=O)(=O)c2ccccc2)cc1,-3.5,4.4,-0.9%,-8.5,nt,0.4%,-10.2%,-2.8%,-27.8
COc1cccc(-n2c(SCC(=O)N3CCc4ccccc43)nnc2-c2c[nH]c3ccccc23)c1,0.9,-1.8,-0.3%,-6.6,-7.6,3.9%,3.0%,?,12.6
NC(=O)CSc1nnnn1-c1cccc(Cl)c1,-7.2,1.0,-4.0%,-4.3,0.7,-2.8%,-0.7%,7.3%,-8.3
O=C(Cn1nnc(-c2ccccc2)n1)N/N=C/c1cc([N+](=O)[O-])ccc1O,-3.8,1.4,-1.3%,-2.7,-7.1,0.0%,1.3%,?,3.9
O=C(Nc1ccccc1)NC1CCS(=O)(=O)C1 (stereo not drawn),7.6,2.9,-1.6%,-8.3,-10.6,-1.0%,0.2%,-8.6%,14.9
Cc1ccc(N(CC(=O)N2CCN(c3cccc(Cl)c3)CC2)S(=O)(=O)c2c(C)noc2C)cc1,4.4,1.1,-2.0%,-4.3,0.0,-0.3%,-0.7%,-0.5%,5.9
Cc1ccc(C(=O)Nc2ccc(OCc3ccccc3)cc2)cc1[N+](=O)[O-],2.2,4.8,-4.5%,-0.6,-6.2,2.9%,-0.9%,-2.1%,-14.9
CCCS(=O)(=O)N1CCCC(C(=O)NCCCOC)C1 (stereo not drawn),-12.5,-4.7,-0.8%,-2.9,-2.6,-0.1%,-0.1%,7.6%,-11.3
CC(C)CCn1c(CN2CC(C)OC(C)C2)nc2c1c(=O)n(C)c(=O)n2C (stereo not drawn),6.9,1.3,-1.7%,3.9,5.4,9.4%,0.3%,-1.3%,-15.1
COc1ccccc1-c1nc(S(=O)(=O)c2ccccc2)c(N2CCCCC2)o1,8.6,0.6,3.0%,-7.0,8.0,0.3%,-3.9%,-9.0%,-0.4
COc1ccc(-c2cc(C(F)(F)F)n3nc(C(=O)Nc4cc(Cl)cc(Cl)c4)cc3n2)cc1,4.2,0.0,-2.8%,-3.5,-1.9,-0.7%,1.7%,2.9%,-3.4
N#Cc1ccsc1NC(=O)CN1CCN(S(=O)(=O)c2cc(Cl)ccc2Cl)CC1,5.6,5.2,-2.9%,0.8,-0.9,-0.4%,1.7%,1.1%,14.2
CCOc1ccc(CC(=O)OCc2cc(=O)n3cc(Br)ccc3n2)cc1,10.0,8.8,-5.4%,-1.3,-9.3,?,1.4%,4.2%,-14.0
O=S(=O)(c1cccc2nonc12)N1CCN(c2ccc(F)cc2)CC1,12.4,-1.2,3.0%,-0.5,-2.2,-0.4%,2.2%,-0.1%,-5.2
COc1cnc(-c2ccccn2)[nH]c1=O,-0.8,4.2,-4.2%,-1.2,-7.5,0.0%,3.1%,-3.5%,0.6
CN(CC(=O)Nc1ccc(F)cc1)C(=O)Cn1cnc2ccc(Cl)cc2c1=O,3.0,0.2,-7.1%,-4.9,1.8,-0.5%,-5.9%,-6.3%,28.0
CCOC(=O)C1=C(COC(=O)CCS(=O)(=O)c2ccc(C)cc2)NC(=O)NC1C (stereo not drawn),-2.7,0.0,-2.5%,-4.2,-4.4,-0.9%,0.4%,-10.1%,6.6

# Additional records.
SMILES,D2 potentiator,D1 ag,GRP78 ERSR act,LDHA block,D1 PAM,RXFP1 ag,Vif-APOBEC3G blk,Vif-APOBEC3F blk,D1 antag
CCn1c(=NC(=O)CN2C(=O)CCC2=O)sc2c(OC)ccc(OC)c21,11.0,0.6,1.1%,1.7,-7.0,14.6%,-7.9%,-7.7%,-12.7
Cc1noc(C)c1COc1ccc(C(=O)NCC(c2c(F)cccc2Cl)N(C)C)cc1 (stereo not drawn),0.7,3.7,-2.3%,-2.2,-2.2,-1.2%,1.9%,-4.8%,8.8
N#Cc1c(/N=C/c2ccco2)sc2c1CCC2,-1.0,3.8,5.5%,-4.8,0.5,0.1%,-5.3%,0.6%,-0.1
CCOc1ccccc1C(=O)OCC(=O)Nc1cccc(S(=O)(=O)NC2=NCCCCC2)c1,nt,nt,-3.0%,-7.1,nt,nt,2.0%,4.9%,nt
CCN(c1cccc(C)c1)S(=O)(=O)c1cc(CN2C(=O)c3cccnc3C2=O)ccc1OC,-4.0,2.7,3.1%,-6.5,-2.0,18.3%,2.2%,-0.8%,-13.5
CCn1ccc(C(=O)NCCCN2CCCC2=O)n1,-3.6,6.0,14.2%,-0.4,-5.7,3.3%,-0.5%,1.2%,15.9
CC(=O)Nc1ccc(S(=O)(=O)NCC2CCC(C(=O)N3CCCCC3)CC2)cc1 (stereo not drawn),14.2,4.0,2.9%,-3.6,-4.9,0.2%,0.3%,-9.9%,-9.2
CCCC(=O)Nc1ccc(C(=O)N/N=C/c2ccc[nH]2)cc1,-0.8,2.3,-4.1%,13.3,-5.3,-0.3%,0.5%,-10.9%,3.5
COCCNC(=O)c1noc2c1CCc1cc(OC)ccc1-2,2.0,2.7,11.5%,-3.1,-7.8,1.8%,2.2%,-12.7%,-12.0
Cn1c(CC(=O)Nc2ccccc2)nnc1SCC(=O)Nc1ccc(N2CCOCC2)cc1,3.0,1.4,-1.2%,4.3,-1.8,-1.2%,7.2%,11.8%,2.7
COc1ccc(CNC(=O)c2cccc(N(C)C)c2)cc1,nt,2.0,-1.3%,10.5,2.1,1.7%,0.5%,-8.5%,-11.2
O=C(Nc1ccc2c(c1)OCCO2)C1c2ccccc2C(=O)N2CCc3ccccc3C12 (stereo not drawn),6.1,5.3,-3.1%,-8.0,-8.1,-0.1%,0.1%,1.4%,-12.2
Cc1cn(C)c(CC(=O)Nc2cccc(C#N)c2)c1C(=O)O,9.6,-0.4,-3.1%,-1.4,-1.8,-0.7%,-3.6%,6.8%,-13.7
CCOC(=O)c1ccc(N2NC(=O)/C(=C/c3ccc(OC(=O)c4ccco4)c(OC)c3)C2=O)cc1,6.9,1.4,nt,nt,-3.6,2.7%,nt,nt,-2.2
CCCC(=O)NC(=S)Nc1cccc(-c2nc3ncccc3o2)c1,17.4,2.5,1.7%,-3.5,-6.2,1.0%,-4.3%,-14.2%,-1.2
Nc1nc(SCc2ccc([N+](=O)[O-])cc2)c2ncn(C3OC(CO)C(O)C3O)c2n1 (stereo not drawn),-7.3,3.9,-2.4%,-0.2,12.1,16.1%,3.2%,-1.6%,6.2
Cc1c(Nc2ncnc3nc[nH]c23)c(=O)n(-c2ccccc2)n1C,1.5,2.0,-1.4%,-9.2,0.6,2.2%,12.1%,-3.9%,17.2
CC(C)Cc1nnc(NC(=O)CN2C(=O)NC3(CCCC3)C2=O)s1,16.7,3.0,-1.6%,-1.8,10.2,3.0%,3.2%,-7.0%,-2.0
COc1cccc(CC(O)CC2c3c(cc4c(c3OC)OCO4)CCN2C)c1 (stereo not drawn),nt,nt,2.8%,-9.6,nt,nt,-17.9%,-4.0%,nt
Cc1csc2c(N3CCN(C(=O)Nc4ccccc4)CC3)ncnc12,1.3,9.5,-3.4%,-5.5,-14.1,6.8%,1.2%,9.3%,-4.4
O=C(Nc1ccc(-c2nnco2)cc1)c1ccccc1,nt,1.4,0.6%,-4.5,-12.2,-0.3%,2.2%,7.6%,10.3
CCNc1nn2ccccc2c1/C=C(\C#N)C(=O)OCC,3.5,1.0,1.0%,-8.9,-1.3,3.8%,0.9%,-7.7%,-7.2
Cc1nc(SCC(=O)Nc2ccccc2F)[nH]c(=O)c1Cc1ccccc1,3.3,8.6,nt,-0.2,-2.8,11.6%,nt,nt,-9.7

# Assay outcomes as filed in PubChem BioAssay.

# Only part of the results is shown. The share of hits here may be higher or lower than overall.
